GAA glycogen mod = inhibitors or activators of human alpha-glucosidase glycogen cleavage. P10253. recombinant GAA, glycogen substrate, Amplex Red glucose oxidase fluorescence. Potency, µM (titrated, usually from 76.4 µM), for inactives: at the top dose activity change, negative = inhibition, most hits filed as inhibitors. 0.38% of 300,000 active; active = well fitted inhibition curve with a large enough effect; inconclusive = small, poorly fitted or top-dose-only effect, or another doubt; inactive = no such curve, though single readings can be large or run the other way;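 note: 0% = full enzyme reaction and -100% = no-enzyme basal signal; the screen sought inhibitors and activators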
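Recombinant enzyme (4 nM final) with compounds titrated up to 77 uM and bovine liver glycogen (30 ug) in citrate pH 5.0, 0.01% Tween-20, 37 C 40 min. Released glucose detected by Amplex Red/glucose oxidase (Ex 573/Em 610); AC50 from Hill fits.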
* hit, by the source's call; ? = inconclusive; [ ] = another dose, or the depositor's remark. Potency is the fitted concentration of half-maximal effect.

GAA glycogen mod | SMILES
-16%[76.3 µM] | O=C(N=C1SC2CS(=O)(=O)CC2N1Cc1ccccc1Cl)C1CC1 (configuration not stated)
5%[76.3 µM] | CC(C)c1ccc(S(=O)(=O)NCc2ccc3c(c2)OCO3)cc1
16%[76.3 µM] | Nc1ccc(S(=O)(=O)N2CCOCCOCCOCCOCCOCC2)cc1
-4% | O=C(Nc1cccnc1)c1ccc(COc2ccccc2Br)cc1
-3% | COc1cc2c(cc1OC)CN(C(=O)c1cc(Cl)nc(Cl)c1)CC2
-8%[76.3 µM] | CCn1cc(S(=O)(=O)NCCc2ccc(F)cc2)cn1
1%[76.3 µM] | CCOc1ccc(S(=O)(=O)NCCC(=O)N2CCCN(C)CC2)cc1
17%[76.3 µM] | COc1ccc(S(=O)(=O)c2c(O)c3ccc(C(=O)NCc4ccc(Cl)cc4)cc3[nH]c2=O)cc1
4% | O=C(CN1CCOCC1)Nc1ccc(F)cc1
1% | C/C=C(\C)C(=O)OC(C)(C)[C@H]1Cc2cc3ccc(=O)oc3cc2O1
-3%[76.3 µM] | Cc1n[nH]c(=O)c2c(NC(=O)CSc3nnc(-c4ccncc4)n3C)oc(C)c12
6% | CC(=O)c1cc2c(cc1NS(=O)(=O)c1ccccc1Br)OCO2
-1% | CN1CCN(CCNC(=O)Nc2ccccc2[N+](=O)[O-])CC1
-16%[76.3 µM] | Cc1ccc(C)c(Cn2c(=O)n(C(C)C)c(=O)c3oc4ccccc4c32)c1
14%[76.3 µM] | O=C1CCN(Cc2ccccc2)CCN1[C@H](COc1ccccc1)Cc1ccccc1
4% | O=C(Cn1cc(C(F)(F)F)cc(Cl)c1=O)NCc1ccccc1
2%[76.3 µM] | CCN(CC)S(=O)(=O)c1ccc(OC)c(NS(=O)(=O)Cc2ccccc2)c1
17%[76.3 µM] | CC(=O)c1cccc(NC(=O)c2cc(-c3cccs3)on2)c1
-2%[76.3 µM] | CC1CN(C(=S)Nc2ccc(Br)cc2Cl)CC(C)O1 (configuration not stated)
2%[76.3 µM] | CCOc1ccccc1NC(=O)NCCCCc1ccccc1

A draw from above in order of formula weight, high to low.
GAA glycogen mod | SMILES
17%[76.3 µM] | COc1ccc(S(=O)(=O)c2c(O)c3ccc(C(=O)NCc4ccc(Cl)cc4)cc3[nH]c2=O)cc1
14%[76.3 µM] | O=C1CCN(Cc2ccccc2)CCN1[C@H](COc1ccccc1)Cc1ccccc1
-16%[76.3 µM] | O=C(N=C1SC2CS(=O)(=O)CC2N1Cc1ccccc1Cl)C1CC1 (configuration not stated)
-4% | O=C(Nc1cccnc1)c1ccc(COc2ccccc2Br)cc1
1% | C/C=C(\C)C(=O)OC(C)(C)[C@H]1Cc2cc3ccc(=O)oc3cc2O1
-8%[76.3 µM] | CCn1cc(S(=O)(=O)NCCc2ccc(F)cc2)cn1

Next section:
GAA glycogen mod | SMILES
2% | COc1ccc(OS(=O)(=O)Cc2ccccc2)cc1
4% | CC1CCN(CCCCOc2ccc(F)cc2)CC1
2%[76.3 µM] | CCOC(=O)[C@@H]1[C@H]2COc3ccc(Br)cc3[C@H]2N2C(=O)N(c3ccc(F)cc3)C(=O)[C@@]12C
6% | COc1ccc(OC)c(CNCc2ccc3c(c2)OCO3)c1
11%[76.3 µM] | CN1CCC(=O)N([C@H](CSc2ccccc2)Cc2ccccc2)CC1
0% | Cc1ccc(S(=O)(=O)N2CCCC(C(=O)NC3CCCC3)C2)cc1Cl (configuration not stated)
-1%[76.3 µM] | COc1cccc(CN(C(=O)c2ccc([N+](=O)[O-])cc2)C2CCS(=O)(=O)C2)c1 (configuration not stated)
-7% | Cn1nnnc1SCC(=O)NC1CCCC1
-1%[76.3 µM] | CC(C)(C)c1cc(CCC(=O)N2CCC2)cc(C(C)(C)C)c1O
5%[76.3 µM] | CCCSCCCNC(=O)c1ccc(Cn2c(=O)c3cccn3c3cccnc32)cc1
0%[76.3 µM] | COc1cc(OC)cc(C(=O)NNC(=S)NC(=O)c2cccnc2)c1
-6%[76.3 µM] | Cc1cc(=O)c2cc(C(=O)Nc3ccccc3)ccc2[nH]1
-11%[76.3 µM] | COc1ccccc1Cn1ccn(Cc2c(F)cccc2Cl)c(=O)c1=O
-7%[76.3 µM] | Cc1ccc2c(c1)cc1c(=O)n(CC(=O)NCCN3CCCC3)nc(C)n12
-6%[76.3 µM] | COc1ccc(N(Cc2cccs2)C(=O)COc2ccc([N+](=O)[O-])cc2)cc1
-10%[76.3 µM] | CCOc1ccccc1NC(=O)CN1C(=O)COc2ccc(S(=O)(=O)N3CCCCC3)cc21
-1% | CCCCN(C)CCNC(=O)CCn1nc(-c2ccc(Cl)cc2)ccc1=O
3% | COc1ccc(N2C(=O)CSC2c2cccc(F)c2)cc1 (configuration not stated)
-2% | Cc1ccc(C(=O)Nc2ccc(S(=O)(=O)N3CCCC3)cc2)cc1
-9%[76.3 µM] | Cc1ccc2nc(-c3ccc(O)cc3)oc2c1
-5% | COc1ccc(C(CCNCc2ccc(N(C)C)cc2)c2ccccc2OC)cc1 (configuration not stated)
-1%[76.3 µM] | CN(Cc1nccs1)C(=O)c1ccc(OC2CCN(Cc3ccccn3)CC2)cc1
-2%[76.3 µM] | CN(C)Cc1c(C(=O)N/N=C/c2ccc(-c3ccccc3)cc2)nnn1-c1nonc1N
-6%[76.3 µM] | Cc1c(CN2CCC(n3nccc3NC(=O)C3CCOC3)CC2)[nH]c2ccccc12 (configuration not stated)
-9%[76.3 µM] | COc1ccccc1C(=O)NCC(=O)N/N=C(\C)Cc1ccccc1
-1% | Cc1cc(NC(=O)CCC(=O)N(CC(C)C)C(C(=O)NC(C)(C)C)c2ccccc2Cl)no1 (configuration not stated)
-25%[76.3 µM] | COc1ccc(NC(=O)c2cc3ccccc3o2)cn1
-4%[76.3 µM] | CN(CCOc1ccccc1)C(=O)c1cc(COc2c(F)cccc2F)on1
-1%[76.3 µM] | CN(CC(O)COc1ccc2ccccc2c1)C1CCCCC1 (configuration not stated)
1%[76.3 µM] | COc1ccc(C(=O)Nc2cc(C)on2)cc1OC
9%[76.3 µM] | O=C(Nc1ccc(CN2CCOCC2)cc1)c1ccc(Cl)cc1Cl
12%[76.3 µM] | CC(=O)OCC(=O)[C@@]1(O)CC[C@H]2[C@@H]3C[C@H](C)C4=CC(=O)C=C[C@]4(C)[C@H]3[C@@H](O)C[C@@]21C
0%[76.3 µM] | Cc1ccc(C(=O)NCCNC(=O)c2ccco2)cc1C
-5%[76.3 µM] | CCN1CCN(c2oc(-c3ccc(COc4ccc(OC)cc4)o3)nc2C#N)CC1
-2%[76.3 µM] | COC(=O)c1c(-c2ccccc2)c(-c2ccccc2)nn(C)c1=O
5%[76.3 µM] | CCCn1ncc(CN2CCC(Oc3ccc(C(=O)N4CCCC4)cc3)CC2)c1C
7%[76.3 µM] | Cc1cc(C(=O)NC(C)C2CC2)c(Cl)cc1Cl (configuration not stated)
3%[76.3 µM] | NS(=O)(=O)c1ccc(S(=O)(=O)N(CCc2ccccc2)Cc2ccccn2)cc1
-6%[76.3 µM] | COc1ccccc1C(=O)Nc1cccc(NC(=O)c2ccccc2C)c1
-2%[76.3 µM] | CCC1OC(c2ccc([N+](=O)[O-])cc2)=Nc2ccccc21 (configuration not stated)
? | Oc1ccc2ccccc2c1CNc1ccccn1
-1%[76.3 µM] | CCOc1ccc(NC(=S)N2CCC(NC(=O)c3ccco3)CC2)cc1
0% | Clc1ccccc1Cn1nnc2ccccc21
-12%[76.3 µM] | Cc1ccc(S(=O)(=O)Nc2ccc(Cl)cn2)cc1C
0% | CCc1ccc(OC(=O)c2cccnc2)cc1
1%[76.3 µM] | CCc1c(C2(O)CCCCC2)[nH]c2cc(C(F)(F)F)ccc12
? | COc1ccc(CNc2ncc(-c3ccccc3)n2C)cc1
-3%[76.3 µM] | CCn1cc(CN2CCCC(C(=O)Nc3ccc(-c4cscn4)cc3)C2)cn1 (configuration not stated)
1% | CCC(C)NC(=O)CCn1c(=O)c2cccn2c2ccc(F)cc21 (configuration not stated)
-21%[76.3 µM] | CCc1nc2ccc(C(=O)N3CCN(c4cccc(C(F)(F)F)c4)CC3)cc2nc1CC
-16% | CC(=O)Oc1ccc(/C=C(\NC(=O)c2ccco2)C(=O)Nc2ccc(C(C)=O)cc2)cc1
? | CN(C)Cc1c(C(=O)N/N=C/CCc2ccccc2)nnn1-c1nonc1N
-5%[76.3 µM] | Cc1cc(=O)n2nc(N3CCCC(C(=O)NCc4ccc(Cl)cc4)C3)sc2n1 (configuration not stated)
1%[76.3 µM] | Cc1ccc(O)c(CNc2nc3ccccc3n2C(C)C)c1
-8%[76.3 µM] | COc1ccc(C2c3[nH]c4ccccc4c3C[C@H]3C(=O)N(c4ccccc4C(=O)N4CCC[C@H]4C(=O)O)C(=O)N23)cc1 (some centres not stated)
-11% | COc1ccc(Oc2cn[nH]c2-c2ccc(OC)cc2O)cc1
1%[76.3 µM] | CCOc1ccccc1NC(=O)CCCCCN1C(=O)[C@@H]2Cc3ccccc3CN2C1=O
23% | CCCCSc1nc2sc3c(c2c(=O)n1-c1ccccc1)CCN(C)C3
? | O=C(Nc1ccc(O)cc1)N1CCOCC1
-6% | O=C(N/N=C/c1cccnc1)c1cccc(NC(=O)c2ccc(Cl)cc2)c1

The list continues:
GAA glycogen mod | SMILES
-2%[76.3 µM] | CC(=O)Cn1c(=O)c2c(nc3n2CCCN3Cc2ccccc2)n(C)c1=O
7%[76.3 µM] | CCOc1ccc(NC(=O)c2cc(-c3ccc(C)c(F)c3)on2)c([N+](=O)[O-])c1
13%[76.3 µM] | O=C(N/N=C/c1cc(O)ccc1Br)c1cccnc1
-11%[76.3 µM] | CC1c2cc3c(cc2CCN1C(=O)c1cccc(F)c1)OCCCO3 (configuration not stated)
-7%[76.3 µM] | COc1ccc(CNC(=O)CC(C)c2ccccc2)cc1 (configuration not stated)
7%[76.3 µM] | CCOc1ccc(NS(=O)(=O)c2ccc(C(=O)NCCCN3CCOCC3)cc2)cc1
9% | COc1ccc(OC)c(NC(=O)CSc2nc3scc(C)c3c(=O)[nH]2)c1
-1% | O=C(Nc1ccc(-n2cnnn2)cc1)C1CCCN1C(=O)Nc1ccc(Br)cc1 (configuration not stated)
-4%[76.3 µM] | O=C(NC(Cc1ccccc1)C(=O)O)/C(=C\c1ccc([N+](=O)[O-])cc1)NC(=O)c1ccco1 (configuration not stated)
5%[76.3 µM] | COc1ccc(S(=O)(=O)N2CCOCC2)cc1NC(=O)COc1ccccc1OC
13%[76.3 µM] | COc1ccc(-c2noc(-c3ccc(N4CCOCC4)c([N+](=O)[O-])c3)n2)cc1OC
-11%[76.3 µM] | Cc1cc(=O)n2nc(N3CCCC3C(=O)Nc3cccc(Cl)c3C)sc2n1 (configuration not stated)
5% | CN1C(=O)/C(=C/c2ccc(OCc3ccc(F)cc3)cc2)NC1=S
-5% | O=C1CSC(=S)N1c1cccc(O)c1
4%[76.3 µM] | Cc1oc(-c2cc(F)cc(F)c2)nc1CN1CCN(C(=O)c2ccco2)CC1
2% | Cc1ccc2cc(CCNS(=O)(=O)c3ccc(Cl)cc3)c(=O)[nH]c2c1C
-5%[76.3 µM] | CCCN1CCN(CC(=O)Nc2nc3ccccc3s2)CC1
4% | N#Cc1ccc(C(=O)NC2=NCCS2)cc1
-3% | CC(=O)Nc1ccc(OCCOc2ccc(/C=C3\C(=N)N4N=C(C(C)C)SC4=NC3=O)cc2)cc1
0%[76.3 µM] | O=C(CCc1nnc2ccc(N3CCC4(CC3)OCCO4)nn12)Nc1ccc(F)cc1

Entries listed so far that contain a thiophene ring, fused or not (four):
GAA glycogen mod | SMILES
17%[76.3 µM] | CC(=O)c1cccc(NC(=O)c2cc(-c3cccs3)on2)c1
-6%[76.3 µM] | COc1ccc(N(Cc2cccs2)C(=O)COc2ccc([N+](=O)[O-])cc2)cc1
23% | CCCCSc1nc2sc3c(c2c(=O)n1-c1ccccc1)CCN(C)C3
9% | COc1ccc(OC)c(NC(=O)CSc2nc3scc(C)c3c(=O)[nH]2)c1

(more compounds)
GAA glycogen mod | SMILES
0%[76.3 µM] | CN(c1ccc(C(=O)NC2CCCC2)cc1)S(=O)(=O)c1ccc(Cl)cc1
0% | CSCCC(NC(=O)C1CCC(C)CC1)C(=O)Nc1ccc(NC(C)=O)cc1 (configuration not stated)
8%[76.3 µM] | Cc1ccc(-c2cc(C(=O)Nc3c(C(=O)c4ccc(C)c(F)c4)oc4ccccc34)no2)cc1
-5%[76.3 µM] | COc1ccc(C)cc1NC(=O)CSc1nc2ccccc2nc1N1CCCC1
-2%[76.3 µM] | CC(C)N(Cc1ccccc1)C(=O)CCS(=O)(=O)c1cc2c(cc1Cl)NC(=O)CO2
1%[76.3 µM] | C/C(=N\NC(=O)c1ccc(Br)o1)c1cc2c(cc1NC(=O)CCC(=O)O)OCO2
0%[76.3 µM] | COc1ccc(C(OCC(O)CN2CCC(O)CC2)c2ccc(OC)cc2)cc1 (configuration not stated)
1% | O=C1CC(NC2CCN(C(=O)c3cccc(F)c3)CC2)C(=O)N1 (configuration not stated)
-2%[76.3 µM] | CCOC(=O)c1ccccc1NC(=O)COC(=O)CC1CCCCC1
-3%[76.3 µM] | CC(Oc1ccc(F)cc1)C(=O)N1CCN(c2ncccn2)CC1 (configuration not stated)
-3%[76.3 µM] | CCCCCN(C(=O)CCC(=O)OCc1ccc(C(C)(C)C)cc1)c1c(N)n(CCCC)c(=O)[nH]c1=O
13%[76.3 µM] | COc1ccccc1C(=O)NCC1(N2CCN(C)CC2)CCCCC1
3%[76.3 µM] | C[C@H](NC(=O)C1CC(=O)N(c2ccc3c(c2)OCCO3)C1)C(=O)N1CCCCC1 (some centres not stated)
12%[76.3 µM] | CC1CCc2nc(NC(=O)COc3ccc(C(C)(C)C)cc3)sc2C1 (configuration not stated)
-5%[76.3 µM] | Cc1ccc(NC(=O)CN2CCOCC2)c(Br)c1
1% | CC(C)N(C(C)C)S(=O)(=O)c1ccc(N2CCc3ccccc3C2)nc1

From PubChem

A portion of the library. The share of hits here may be higher or lower than overall.
